High-throughput results deposited in PubChem by The Scripps Research Institute Molecular Screening Center.
GBA activity up = increases beta-glucosidase activity in Gaucher fibroblasts; P04062; L444P Gaucher fibroblasts, 4-MU-glucoside fluorescence, 3 days; activation, % at 10 µM; 30,000 tested, 0.44% active; AID 784; in the data active = activation above about 65%;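 also: 0% = vehicle wells and 100% = positive control wells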
Target sequence (P04062 whole entry L483P): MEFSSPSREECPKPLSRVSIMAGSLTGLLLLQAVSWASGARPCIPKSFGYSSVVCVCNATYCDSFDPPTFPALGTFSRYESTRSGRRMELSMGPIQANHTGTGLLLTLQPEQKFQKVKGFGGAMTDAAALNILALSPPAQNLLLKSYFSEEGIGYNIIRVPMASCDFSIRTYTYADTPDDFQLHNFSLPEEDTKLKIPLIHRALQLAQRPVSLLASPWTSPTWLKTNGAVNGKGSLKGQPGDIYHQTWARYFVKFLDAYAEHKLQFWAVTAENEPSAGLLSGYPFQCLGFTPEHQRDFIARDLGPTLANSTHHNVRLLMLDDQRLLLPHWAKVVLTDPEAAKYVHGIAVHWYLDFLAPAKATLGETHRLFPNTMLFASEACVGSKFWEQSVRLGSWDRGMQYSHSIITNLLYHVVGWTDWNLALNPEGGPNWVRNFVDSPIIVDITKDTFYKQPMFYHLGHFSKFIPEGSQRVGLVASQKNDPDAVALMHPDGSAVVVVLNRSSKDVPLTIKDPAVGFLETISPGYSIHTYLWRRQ
* = called active by the depositor. An excerpt; the hit share may differ from the screen's.

smiles,GBA activity up
CCOC(=O)N1CCC(NC(=O)Cn2cc3c(n2)CCC(C)C3)CC1 (stereo not given),-10.2
CCOC(=O)c1ccc(NS(=O)(=O)c2cnc[nH]2)cc1,-7.9
O=C(CCC(=O)N(CC(=O)NC1CCCC1)Cc1ccc2c(c1)OCO2)Nc1ccccn1,-34.7
CCCCCCn1c2c(c(=N)c3c1CCC3)CCC2,-51.7
Cc1ccccc1Nc1nc(N)nc(COC(=O)C(NC(=O)c2ccco2)C(C)C)n1 (stereo not given),8.0
Cc1cc(C)c2cc(C(c3nnnn3CC3CCCO3)N3CCN4CCCC4C3)c(=O)[nH]c2c1 (stereo not given),0.6
CCC(=O)NCCSc1c[nH]c2ccccc12,-7.1
CC(C)C(NC(=O)OCc1ccccc1)C(=O)NCC(=O)OC(C)(C)C (stereo not given),1.4
CC(C(=O)O)N1C(=O)CSC1=S (stereo not given),2.1
CCCCCCNC(=O)CCNC(=O)c1cc(OC)c(OC)c(OC)c1,-0.8
CN1CCCN(CC(O)COCc2cccs2)CC1 (stereo not given),-11.4
COC(=O)C1=C(N)Oc2cc(C)[nH]c(=O)c2C1c1cc(OC)c(OC)c(OC)c1 (stereo not given),-5.8
Cc1c(Br)cc(C(=O)N2CCN(CCO)CC2)c(C)c1C,1.1
C=C(C)C(C)(C#CCN1CCCC1)OC(C)=O (stereo not given),6.1
CCOC(=O)COc1ccc2nsnc2c1,-2.9
O=C(CN1C(=O)c2ccccc2S1(=O)=O)N1CCN(c2ccc(F)cc2)CC1,-52.7
COc1nc(NCCc2ccc(OC)c(OC)c2)nc(OC)n1,-5.8
Cn1cccc1-c1nc2ccc(NC(=O)c3ccco3)cc2[nH]1,-10.1
CN(c1cc(=O)n2ccccc2n1)C1CCCCC1,-8.5
COCCN1Cc2cccc(C(=O)NCc3ccc4c(c3)OCO4)c2C1=O,-9.7
CNc1oc(C)nc1S(=O)(=O)c1ccc(C)cc1,-9.8
CCCn1c(C)nc2c(c1=O)c1nc3ccccc3nc1n2-c1ccc2c(c1)OCCO2,-23.3
O=C(Nc1ccc(Cl)cc1F)C1CCN(S(=O)(=O)c2cccnc2)CC1,-40.7
CCCNC(=O)c1ccc(CNc2c(N3CCC(C(=O)OCC)CC3)c(=O)c2=O)cc1,7.4
Cc1ccc2c(CC(=O)Nc3sccc3C(N)=O)coc2c1,-7.5
O=C(O)c1cccc(C(=O)O)n1,3.9
O=C(CSc1nnc(-c2ccco2)n1Cc1ccco1)N1CCOCC1,-18.1
COc1cccc(-n2cnc3scc(-c4cccs4)c3c2=O)c1,5.0
CCCS(=O)(=O)N1CCC(C(=O)NC2CCCCC2C)CC1 (stereo not given),-12.2
COC(=O)c1cc(-c2ccc(Br)cc2)n[nH]1,-8.4
Cc1ccc(NC(=O)Cn2nc(C)cc2C)cc1,-13.6
CC(C)(C)c1cc(C(=O)N2CCN(c3ncccn3)CC2)ccn1,-2.6
COc1ccc(-c2ccc(-c3noc(-c4ccccc4F)n3)c(OC)n2)cc1,6.4
Cc1cc(C)nc(NC(=O)Cc2cccs2)n1,0.4
CCOC(=O)Cc1csc(NC(=O)CSc2nnc(C(C)C)n2CC)n1,-7.5
CCOC(=O)Nc1ccc(C)cc1Br,1.0
CC1=CS/C(=C(/C#N)C(=O)N2CCOCC2)N1c1ccccc1,-13.8
Cc1sc2nc3n(c(=O)c2c1C)CCCS3,4.4
CS(=O)(=O)N1CCN(C(=O)C2c3ccccc3Oc3ccccc32)CC1,-13.0
Cc1ccc(S(=O)(=O)Cn2nnnc2C(c2ccccc2)N2CCN(c3ncccn3)CC2)cc1 (stereo not given),-52.6
Cn1c(=O)cc(OCCCC(=O)NC2CCCC2)c2ccccc21,-28.5
Nc1ccc(-c2nnc(-c3ccc(-c4ccccc4)cc3)o2)cc1,27.2
Cc1ccccc1C1=NC(c2ccc(F)cc2F)ON1 (stereo not given),8.8
CCn1cc(C(=O)NCCN(C)CCc2ccccc2)c(=O)c2cc(S(=O)(=O)N(C)C)ccc21,1.2
CCC(=O)Nc1ccc(NC(=O)C23CC4CC(CC(C4)C2)C3)cn1,6.6
O=S(=O)(c1ccccc1)c1nc(-c2ccccc2)oc1NCc1cccnc1,-7.3
CC(C)(Oc1ccc(Cl)cc1)C(=O)NCc1ccco1,15.8
CCOC(=O)c1[nH]c(C)c(/C(O)=C2\C(=O)C(=O)N(CCN(C)C)C2c2cccc(OC)c2OC)c1C (stereo not given),6.5
c1cncc(-c2nnc(C3CCCCC3)o2)c1,-0.9
O=C(CCN1c2ccccc2Sc2ccccc21)OCc1nnc(-c2ccccc2)o1,-13.4
Cc1cc(C)cc(CC2CC(=O)N(c3ccc4c(c3)OCCO4)C2=O)c1 (stereo not given),4.2
COC(=O)CSc1nnc(-c2ccc(OC)cc2OC)o1,-7.8
O=C(NC1CCCCC1)C1CC(O)CN1C(=O)OCc1ccccc1 (stereo not given),-13.9
Cc1nc2nc[nH]n2c(=O)c1NC(=O)CC12CC3CC(CC(C3)C1)C2,1.0
CCOC(=O)C1=C(C)Nc2nc(SC)nn2C1c1ccc(C(=O)OC)cc1 (stereo not given),-56.1
O=C(CC(c1ccccc1)c1cc(Br)ccc1O)NCCN1CCOCC1 (stereo not given),3.0
CCc1nnc(NC(=O)C2CCN(C(=O)NC3CCCCC3)CC2)s1,-0.5
O=C(c1ccco1)N1CCN(C(c2ccc(F)cc2)c2nnnn2CC2CCCO2)CC1 (stereo not given),9.1
Cc1cccc(OC(C)C(=O)N(Cc2cccs2)C2CCS(=O)(=O)C2)c1C (stereo not given),5.6
O=C(Nc1ccc(N2CCN(c3ccc(O)cc3)CC2)cc1)Oc1ccccc1,-6.0

The list goes on.
smiles,GBA activity up
O=C(C(c1ccccc1)c1ccccc1)N(Cc1ccco1)C1CCS(=O)(=O)C1 (stereo not given),-23.8
CCNC(=O)c1cc2c(=O)n3cccc(C)c3nc2n1C,-17.6
O=C(Nc1ccc(Cl)c(C(F)(F)F)c1)C1CCCN(S(=O)(=O)c2cnc[nH]2)C1 (stereo not given),-39.5
N#Cc1c(N2CCCC2)nc(N)c2c(N)nc(N3CCCC3)cc12,-13.0
CCC(C)(C)n1nnnc1C(c1ccc2ncccc2c1)N1CCN(c2nc3ccccc3s2)CC1 (stereo not given),-4.0
COCCn1cc(C(=O)NCc2cccs2)c2c3ccccc3n(C)c2c1=O,-26.7
COc1cccc(N(CC(=O)Nc2cccc(F)c2)S(C)(=O)=O)c1,4.1
COc1ccc2oc(-c3ccccc3)c(C(=O)N3CCOCC3)c2c1,-0.1
CCOC(=O)C1CCN(C/C=C/c2ccccc2OC)CC1,-6.6
COC(=O)c1sccc1NC(=O)c1ccco1,22.9
COCCNC(=O)C(C)OC(=O)c1nsc(Cl)c1Cl (stereo not given),-18.1
COc1ccc(OC)c(NC(=O)C2CCN(c3ncccn3)CC2)c1,-21.6
CCC(c1nnnn1Cc1ccco1)N(CCN1CCOCC1)Cc1cc2cc(C)ccc2[nH]c1=O (stereo not given),0.1
COc1ccc(C(O)C(CN2CCOCC2)c2ccccc2)cc1F (stereo not given),-18.2
CCCCn1ccnc1C(=O)c1ccc(S(=O)(=O)N(CCOC)CCOC)cc1,0.5
O=C(N1CCOCC1)N1CCN(c2ccccn2)CC1,14.7
COc1ccc(Cl)cc1N1C(=O)C2CCCN2C1c1sccc1C (stereo not given),-28.7
Cc1ccc(C(c2nnnn2CCc2ccccc2)N2CCSCC2)cc1 (stereo not given),-12.9
CCOC(=O)Cc1csc(SCC(=O)Nc2cccc(C#N)c2)n1,-1.4
CCN1CCN(c2ncnc3c2sc2nc(N4CCOCC4)c4c(c23)CCC4)CC1,10.4

In another format: results already given
molecule: CCC(c1nnnn1Cc1ccco1)N(CCN1CCOCC1)Cc1cc2cc(C)ccc2[nH]c1=O (stereo not given)
- GBA activity up = 0.1

molecule: COCCn1cc(C(=O)NCc2cccs2)c2c3ccccc3n(C)c2c1=O
- GBA activity up = -26.7

molecule: O=C(N1CCOCC1)N1CCN(c2ccccn2)CC1
- GBA activity up = 14.7

molecule: CCNC(=O)c1cc2c(=O)n3cccc(C)c3nc2n1C
- GBA activity up = -17.6

Later entries.
smiles,GBA activity up
Cc1nc(N2CCC3(CC2)OCCO3)c2nnn(Cc3ccccc3F)c2n1,-5.5
COc1cc(C2=NOC(C(=O)NCc3ccc(F)cc3)C2)cc(OC)c1OC (stereo not given),-21.2
CN(C)Cc1cc(CCNC(=O)c2ccc(Cl)cc2)ccc1O,6.1
O=S(=O)(c1ccc(-n2cnnn2)cc1)N(C1CCCCC1)C1CCCCC1,-42.4
CN(C)c1ccc(C(=O)OCC(=O)NC2CCCCC2)cc1,-19.2
Cc1ccc(CNC(=O)C2CCC(=O)N2C2CCCCC2)cc1 (stereo not given),-13.2
COc1ccc(-c2nnc(SCC(=O)Nc3ccccc3)n2C)cc1,-10.4
COc1ccc2nc(NS(=O)(=O)c3ccc(NC(C)=O)cc3)sc2c1,-10.4
O=C(NC1CCc2ccccc21)C1CCN(S(=O)(=O)c2ccc(-n3cnnn3)cc2)CC1 (stereo not given),5.5
COc1ccc(S(=O)(=O)NCCC(=O)NC(C)c2ccccc2)cc1 (stereo not given),-18.6
COc1cc(CNc2ccc(N3CCOCC3)c(C(=O)O)c2)ccc1OCC(N)=O,4.9
COc1cc(N=c2ssnc2Cl)cc(OC)c1,-15.2
On1onc2c3cc(-c4ccccc4)nc3ccc21,-41.1
COc1ccc(Cc2nnc3n2N=C(c2cc4ccccc4o2)CS3)cc1OC,-5.4
Cc1nc2c(c(=O)n1Cc1ccco1)c1nc3ccccc3nc1n2Cc1ccccc1,-11.7
c1cc2c3c(cccc3c1)NC1(CCCCCC1)N2,23.9
COc1ccc(N2CCN(C(CNC(=O)c3ccco3)c3cccnc3)CC2)cc1 (stereo not given),-18.2
COc1ccc2cc3cc(C(=O)NCCN4CCN(c5ccccc5F)CC4)oc3nc2c1,24.4
CC(C)[N+](C)(CCOC(=O)C1c2ccccc2Oc2ccccc21)C(C)C,-16.2
Cc1ccccc1Cn1ccc(NC(=O)c2cnn3cccnc23)n1,-26.1
C=C(C)CSc1nnc(-c2ccccc2)n1N,-1.4
CC1Cc2ccccc2N1C(=O)c1cccnc1 (stereo not given),-82.1
O=S1(=O)C=CC(Sc2nc3ccccc3[nH]2)C1 (stereo not given),-0.4
O=C(CCC1N=C2c3ccccc3N=C(SCc3cccc(Cl)c3)N2C1=O)NCc1ccco1 (stereo not given),10.5
CCOC(=O)C1=C(C)NC(=O)NC1c1ccco1 (stereo not given),-11.0
Cc1ccc2nc(NC(=O)CNS(=O)(=O)c3ccc(Br)s3)sc2c1,-39.0
O=C(Nc1cccc(-c2cn3cccnc3n2)c1)c1ccc2c(c1)OCO2,11.0
Cc1cc2nc(-c3ccc(NC(=O)c4cccnc4)cc3)oc2cc1C,12.7
CCN(CC)C(=O)NC1CC2CCCC(C1)N2Cc1ccccc1 (stereo not given),-17.3
CCn1nc(C(=O)NC2=NCCS2)c2ccccc2c1=O,-43.3
CC1CN(CC(O)COc2ccccc2C(C)(C)C)CC(C)O1 (stereo not given),-49.4
N#C/C(Cn1c[n+](NC(=O)Nc2ccccc2)cn1)=N/O,-8.5
COc1ccc2[nH]c(C)c(CN3CCCC(C)C3)c(=O)c2c1 (stereo not given),7.3
CC(C)CNC(=O)C1CCCN(S(=O)(=O)c2ccc(-n3cnnn3)cc2)C1 (stereo not given),-18.4
COc1ccc2cc3cc(C(=O)Nc4ccc5c(c4)OCO5)oc3nc2c1,-32.4
CCOC(=O)c1sc(SCC(=O)Nc2ccc(N(C)C)cc2)nc1N,-2.2
O=C(Cn1cnc2c(oc3ccccc32)c1=O)N1CCCc2ccccc21,-54.5
CCCCC(=O)O[C@]1(C(=O)CO)CC[C@H]2[C@@H]3CCC4=CC(=O)CC[C@]4(C)[C@H]3[C@@H](O)C[C@@]21C,-23.5
CCOc1ccc(CC(=O)C2C(=O)CCCC2=O)cc1OCC,28.4
COc1ccc(C(=O)NCc2c(CC(C)C)oc(C)c2C(=O)O)cc1,-0.7
COc1ccccc1OCCC(=O)OCCN1C(=O)c2ccccc2C1=O,-11.9
COc1cc(CNc2ccc3[nH]c(=O)[nH]c3c2)cc(Cl)c1OCC(=O)NC(C)(C)C,2.2
CCN1CCn2c3c(c4cc(C)ccc42)CCCC31 (stereo not given),-18.0
COc1ccc(-c2nnc(SCC(=O)c3cc(C)n(Cc4cccs4)c3C)o2)cc1,5.5
O=c1c2[nH]c3cccc(Cl)c3c2ncn1CCN1CCCCC1,14.9
COC(=O)c1[nH]c2ccc(C)cc2c1NC(=O)CN1CCN(C(=O)c2ccccc2)CC1,-10.4
CCn1c(NC2CCCCC2)nc2ccccc21,-5.3
CCCn1c(SCC(=O)NCCc2ccc(OC)c(OC)c2)nc2c1c(=O)n(C)c(=O)n2C,-32.8
O=C(c1nn2cccnc2c1Cl)N1CCN(c2ccccc2)CC1,-6.8
O=C(NCc1nc2ccccc2[nH]1)c1ccco1,-3.6
Cc1cc2c(ccc3c2no[n+]3[O-])nn1,-24.4
Cc1cccc(CCNS(=O)(=O)c2ccc3c(c2)oc(=O)n3C)c1,2.0
CC(C)(C)c1nc(NCCN2CCOCC2)c2nnn(Cc3ccccc3Cl)c2n1,-0.2
CN1C(=O)/C(=C2/C=Cc3ccccc3N2CCCS(=O)(=O)O)SC1=S,5.4
COc1cccc(C(c2nnnn2Cc2ccccc2)N2CCN(C3CCCC3)CC2)c1OC (stereo not given),-6.8
